# From PubChem BioAssay
# eLon inh: inhibitors of E. coli Lon protease, primary screen, biochemical, fluorescence polarization | P0A9M0 | purified E. coli Lon protease | inhibition, % at 7.94 µM | 0.42% of 360,000 active; in the data active means inhibition above about 13%, passing the limit was not always enough;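 further: 0% = enzyme with probe and DMSO and 100% = no enzyme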
# MT1-MMP act inh: blockers of MT1-MMP proenzyme processing, primary screen, HT1080 RFP-PRO-GFP cells, GFP/RFP fluorescence. Matrix metalloproteinase-14 (Homo sapiens), P50281. GFP/RFP ratio fluorescence, overnight; percent of plate control window, DMSO zero. GFP/RFP ratio change, % at 20 µM. 0.061% of 360,000 active. AID 651647, 2012;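 active means GFP/RFP ratio change of at least 30% with cell ATP level not reduced by more than half and red fluorescence within 50% of control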; further: strong numbers were not always called active
#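 Material – HT1080 RFP-PRO-GFP cells · Control set – DMSO wells and RFP-L50D-GFP cells · Incubation – overnight cell settling, then overnight compound exposure, 37 °C, 5% CO2 · Compound dosing – single-point 20 µM compound, 1% DMSO · Read-out – GFP/RFP fluorescence ratio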
# MsrA inhibitor: bovine MsrA enzyme inhibitors, primary screen, biochemical, absorbance, HTS. Methionine sulfoxide reductase A (Bos taurus). purified bovine MsrA, absorbance read-out. inhibition, % at 15.5 µM. 0.75% of 360,000 active. AID 651718, 2012; in the data active means inhibition above about 4.5%;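 further: 0% = vehicle wells with enzyme and 100% = reference inhibitor wells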
# CendR NRP1 mod: modulators of CendR peptide binding to NRP-1, primary screen, biochemical, fluorescence polarization, uHTS | 0.85% of 360,000 active | inhibition, % at 25 µM | FAM-RPARPAR peptide binding to NRP-1 | Neuropilin-1 (Homo sapiens), O14786;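 active means inhibition or corrected inhibition above about 18%, plus a signal ratio from 0.5 to 1.5, limit read from the data, passing the limit was not always enough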; further: strong numbers were not always called active
# Target sequence (O14786 whole entry, looked up): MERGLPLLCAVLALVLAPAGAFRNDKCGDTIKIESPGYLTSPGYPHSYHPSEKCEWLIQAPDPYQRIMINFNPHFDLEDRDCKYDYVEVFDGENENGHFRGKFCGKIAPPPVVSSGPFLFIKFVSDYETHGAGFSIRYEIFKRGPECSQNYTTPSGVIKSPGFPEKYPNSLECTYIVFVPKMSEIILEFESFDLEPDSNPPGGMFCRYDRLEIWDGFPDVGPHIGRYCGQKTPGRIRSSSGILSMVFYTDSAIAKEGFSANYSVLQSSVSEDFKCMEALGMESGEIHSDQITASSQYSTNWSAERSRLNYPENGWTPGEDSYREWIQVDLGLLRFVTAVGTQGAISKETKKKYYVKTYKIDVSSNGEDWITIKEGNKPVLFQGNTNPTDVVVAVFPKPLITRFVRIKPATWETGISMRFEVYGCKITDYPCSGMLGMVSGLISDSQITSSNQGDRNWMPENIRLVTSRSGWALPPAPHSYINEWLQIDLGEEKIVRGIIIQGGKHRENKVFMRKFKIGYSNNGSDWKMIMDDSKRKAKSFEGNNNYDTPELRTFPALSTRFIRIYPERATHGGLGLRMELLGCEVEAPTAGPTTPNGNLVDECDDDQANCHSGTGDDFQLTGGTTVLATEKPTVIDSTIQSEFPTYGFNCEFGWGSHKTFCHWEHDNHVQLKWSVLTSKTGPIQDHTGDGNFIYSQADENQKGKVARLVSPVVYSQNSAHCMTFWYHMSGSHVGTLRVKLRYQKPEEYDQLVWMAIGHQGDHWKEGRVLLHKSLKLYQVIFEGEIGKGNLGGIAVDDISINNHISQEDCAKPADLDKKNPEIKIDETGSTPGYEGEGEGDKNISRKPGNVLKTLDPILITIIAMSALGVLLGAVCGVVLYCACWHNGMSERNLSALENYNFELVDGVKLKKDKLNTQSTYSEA
# Neddylation inh: inhibitors of cullin neddylation, primary screen, biochemical, TR-FRET, uHTS, NAE and Ubc12 | NEDD8-conjugating enzyme Ubc12 (Homo sapiens) + NEDD8-activating enzyme E1 regulatory … | calls only at 25 µM | 0.58% of 360,000 active | AID 651699, 2012; in the data active means inhibition above about 36%
# FAS TE block: FAS thioesterase domain inhibitors, primary screen, biochemical, fluorescence intensity, uHTS; 0.67% of 360,000 active; Fatty acid synthase (Homo sapiens), P49327; recombinant FAS-TE, OMFH fluorogenic substrate, fluorescence endpoint; inhibition, % at 15 µM;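 active means compounds whose normalised, plate-corrected inhibition of enzyme fluorescence in the single-dose primary screen is 50% or more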;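 further: 0% = DMSO with enzyme and 100% = substrate without enzyme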
# Rin1-Abl PPI inh: inhibitors of Rin1-Abl protein binding, primary screen, biochemical, TR-FRET; inhibition, % at 7.35 µM; 0.4% of 360,000 active; AID 588664, 2011; in the data active means inhibition above about 5%, passing the limit was not always enough
# bovine MsrA act: bovine MsrA enzyme activators, primary screen, biochemical, absorbance, HTS; purified bovine MsrA, absorbance read-out; Methionine sulfoxide reductase A (Bos taurus); 0.3% of 360,000 active; activation, % at 10.6 µM; AID 602163, 2012; in the data active means activation above about 7.5%;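 further: 0% = vehicle and 100% = reference activator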
# SKN-1 inh: suppressors of acrylamide-induced Pgst-4::GFP reporter in worms, primary screen, SKN-1 inhibitor project, whole organism, uHTS, GFP/RFP fluorescence ratio, strain VP596. C. elegans VP596 Pgst-4::GFP/RFP ratio, 24 h. inhibition, % at 21.8 µM. 0.49% of 360,000 active. AID 624304, 2012;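 active means interference check ratio from 0.5 to 1.5 plus GFP to RFP signal ratio inhibition reaching or exceeding a fixed threshold, cut at about 30% in these data, passing the limit was not always enough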; further: some compounds called inactive have numbers as strong as hits
# * = called active by the depositor; i = inactive; nt = not tested or not shown.
SMILES	eLon inh	MT1-MMP act inh	MsrA inhibitor	CendR NRP1 mod	Neddylation inh	FAS TE block	Rin1-Abl PPI inh	bovine MsrA act	SKN-1 inh
Clc1ccc2nc(CSc3ccccc3)cn2c1	0	2	0.5	-4	i	-4	-3	-10	20
COc1ccc(S(=O)(=O)N(CC(=O)N2CCCCCC2)c2ccccc2OC)cc1	0	-2	1.2	2	i	1	5	-2	13
CCc1c(C)nc2ncnn2c1N1CCCC(C(=O)NCCc2ccc(OC)cc2)C1 (stereo not drawn)	5	8	-0.9	16	i	-7	1	0	-1
NC(=S)Nc1ccc(C(F)(F)F)cc1Cl	-4	7	-0.7	7	i	-4	0	-1	1
COc1ccccc1OCC(=O)OCC(=O)NC1CCCCC1	-12	2	-0.6	0	i	-6	1	-1	7
O=C(NCc1cccnc1)C(=O)Nc1nc(C23CC4CC(CC(C4)C2)C3)cs1	10	nt	0.4	-5	i	18	1	-11	9
CC1CC(C)CN(C(=O)C(Cc2ccccc2)n2cccc2)C1 (stereo not drawn)	5	-5	-0.2	-20	i	7	1	-1	3
O=c1c2ccccc2nc2c3ccccc3c(NCc3ccccn3)nn12	2	6	0.9	-16	nt	19	0	-4	-1
CC1CCN(C(=O)c2[nH]cnc2C(=O)N[C@@H](CCCCNC(=O)OC(C)(C)C)C(=O)OC(C)(C)C)CC1	0	7	0.3	7	i	0	-1	1	25
O=c1cc(-c2ccccc2)nc2cc(-c3ccco3)[nH]n12	-4	3	1.2	-2	nt	-6	-1	-2	22
Cc1ccccc1NC(=O)CC(O)(C(F)(F)F)C(F)(F)F	-1	4	0.2	-2	i	-5	-2	-3	-6
CCOC(=O)[C@@H](C)N(C(=O)OC(C)(C)C)S(=O)(=O)N(Cc1ccccc1)[C@H](C(=O)OC)C(C)C	-7	-2	1.3	5	i	22	0	0	11
CCOc1ccc(S(=O)(=O)N2CCN(C(=O)c3ccccc3Cc3ccccc3)CC2)cc1	4	-3	-0.5	5	i	-3	-6	-1	7
CCc1ccc(-n2ccc(=O)c(C(=O)O)n2)cc1	6	1	0.1	14	i	-2	1	-5	15
Cc1ccc2cc(CN(C(=O)c3cccs3)c3ccccc3)c(=O)[nH]c2c1	-2	1	-1.1	11	i	-5	0	-4	-12
Cc1ccc(-c2[nH]nc(N)c2N=Nc2ccccc2C)cc1	-4	1	-0.1	3	i	24	-1	-5	4
CCN(CC)CCOC(=O)C1c2ccccc2Oc2ccccc21	-15	2	nt	20	i	-4	1	3	11
Cc1ccc(-c2noc(C3CCN(S(C)(=O)=O)CC3)n2)o1	-10	1	-0.7	-13	i	-5	-7	0	2
Cc1sc(NC(=O)c2ccccc2)c(C(c2ccc(Cl)cc2)N2CCN(CCO)CC2)c1C (stereo not drawn)	4	-7	1.7	-6	nt	33	3	-3	-5
COc1ccccc1-c1c(C)nn2c(-c3ccccc3)cc(C)nc12	-2	2	1.8	3	i	14	-3	-3	5
CCN(CC)C(=O)CSCC(=O)Nc1ccccc1	0	7	1.1	-5	i	-9	3	-1	0
COc1ccc(NC(=O)CCCC(=O)O)cc1Cl	-14	-1	-0.9	-14	i	-8	0	-9	-10
CCN1CCN(c2ccc(S(=O)(=O)N3CCOCC3)cc2NC(=O)c2ccccc2OC(F)F)CC1	2	1	1.9	1	i	-6	1	-1	-23
COCCN(C(=O)CCC(=O)Nc1nccs1)C(C(=O)NCCC(C)C)c1ccc(OC)cc1 (stereo not drawn)	-9	-2	-0.2	20	i	-1	-2	-4	-3
Cc1ccc(O)c(C(=O)c2cc(C#N)c(=O)n(-c3c(C)n(C)n(-c4ccccc4)c3=O)c2)c1	-46	nt	2.3	-32	i	-12	3	-17	-20
Nc1nc(CSCCO)nc(Nc2ccccc2)n1	2	10	-0.1	-3	i	-5	-2	-1	-3
Clc1ccccc1-c1ccc2ncnc(NCc3cccs3)c2c1	-3	-2	0.6	-6	i	12	1	-9	4
CN(C)c1nc(N)nc(CSc2ncc(Cl)cc2Cl)n1	-1	0	-0.2	-1	i	-2	0	-6	-3
Cc1ccccc1N=C/C=C1/C=C(c2ccccc2)OC(C)(C)O1	-13	-10	4.2	-3	i	-1	4	-9	-2
COc1ccccc1C(=O)Nc1c(-c2ccccc2)nc2ccccn12	-13	-4	2.4	10	i	-3	-3	-2	5
O=C(Nc1ccc(S(=O)(=O)Nc2nccs2)cc1)c1ccccc1OC(F)F	3	-2	0.5	-11	i	-8	3	-4	-7
CC1CCCN(C(=O)C2CCC(CNc3c(N4CCCCC4)c(=O)c3=O)CC2)C1 (stereo not drawn)	1	-1	0.8	-12	i	-6	0	-3	4
CC1(C)CC(=O)/C(=C(\O)c2ccccc2)C(=NCCc2ccccc2)C1	-3	5	1.7	-3	i	-6	-3	0	0
Cc1onc(-c2ccccc2)c1C(=O)NCc1ccccc1F	2	-4	-2.0	7	i	-2	4	-5	-29
O=P(Cc1cccc[n+]1[O-])(c1ccccc1)c1ccccc1	1	2	0.3	14	i	-11	-1	-2	-7
COc1ccc(/C=N/NC(=O)c2[nH]ncc2Br)c(OC)c1	-5	5	3.8	4	i	-50	-4	-11	-3
CCN(CC(=O)NC)S(=O)(=O)c1ccc(C)cc1	1	-5	-0.7	9	i	-7	-2	-9	14
O=C(OCc1ccc([N+](=O)[O-])cc1)C1CC(=O)N(CCc2ccccc2)C1 (stereo not drawn)	-3	6	-1.1	7	i	18	6	-6	4
COc1ccc(C(O)c2nc(-c3cccc(CO)c3)cs2)cc1 (stereo not drawn)	-7	6	1.2	3	i	-4	-2	-5	-2
COc1ccc(OCCCC(=O)NC(C)c2ccccc2)cc1 (stereo not drawn)	-1	1	-0.2	3	i	-5	-2	-1	13
CC(=O)C1=C(O)C(=O)N(c2ccccn2)C1c1ccc(C)cc1 (stereo not drawn)	-2	5	1.1	1	i	-3	-1	-2	19
COc1ccccc1CCNC(=O)C1CCN(C(=O)/C=C/c2ccccc2)CC1	-3	-2	-0.6	4	i	-3	1	-2	-4
CCCOc1ccc([C@@H]2C3CN(C(=O)OCC)CC=C3C(C#N)=C(N)C2(C#N)C#N)cc1OC (stereo partly drawn)	-8	-42	nt	-42	i	7	-2	2	11
CCN(CC)S(=O)(=O)c1ccc(NC(=O)CCN2C(=O)C3CC=CCC3C2=O)cc1 (stereo not drawn)	-6	0	-1.0	-6	i	-4	3	-1	12
CN(C)S(=O)(=O)c1ccc(Cl)c(NC(=O)C2CCN(S(=O)(=O)c3cccs3)CC2)c1	-3	-1	-0.8	-4	i	29	2	-7	-7
Cc1ccc(C)c(Cn2nnc3c(=O)[nH]c(C4CCCN(S(=O)(=O)Cc5ccccc5)C4)nc32)c1 (stereo not drawn)	1	-5	0.5	-7	i	-7	3	-1	12
Cc1cc2nc(-c3ccc(F)cc3)c(Cc3ccsc3)n2c(C)c1Br	3	-2	2.3	14	i	14	nt	-9	11
Cc1csc(NC(=O)c2sccc2C)n1	0	1	0.8	5	i	-6	-1	-3	6
C=CCn1c(SCC(=O)NCC(=O)OCC)nnc1-c1cccc(OC)c1	-11	-3	1.1	-2	i	-12	-4	-4	-5
CN1C(=O)C(C)(C)c2cc(S(=O)(=O)N3CCCC3C(=O)NCc3ccccc3Cl)ccc21 (stereo not drawn)	0	-1	0.9	8	i	-1	-2	1	15
CCN(CC)CCn1c2c(c(SCC(=O)Nc3cccc(C(C)=O)c3)nc1=O)CCCC2	-11	1	-0.8	-1	i	-3	1	-11	1
CSC1=N/C(=C\c2ccccc2C)C(=O)S1	1	-2	-1.4	0	i	-4	2	-4	2
O=C(N=Nc1c(O)[nH]c2ccccc12)c1cccc(S(=O)(=O)Nc2ccccc2Cl)c1	3	-1	1.3	-4	i	-2	-3	-3	-3
CCCCN1C(=N)N([C@@H](C)CN2CCC[C@H]2CN2C(N)=NC[C@@H]2Cc2ccccc2)C[C@H]1Cc1ccccc1	10	-1	2.3	14	i	-13	-1	-4	5
CC(C)C(=O)Nc1ccc(S(=O)(=O)Nc2nccc(/C=C/c3ccccc3)n2)cc1	2	5	4.6*	-12	i	-7	-6	-4	-2
COc1ccc(-c2nc3ccc(N4CCN(C)CC4)cc3c(=O)[nH]2)cc1	-7	1	1.9	4	nt	0	-1	-4	19
CCOC(=O)C1CCN(C(=O)c2ccc(OCC(=O)Nc3cccc(C(F)(F)F)c3)cc2)CC1	6	-2	-0.5	4	i	8	4	7	1
CCCCCn1c(N)c(-c2nc3ccccc3s2)c2c([N+](=O)[O-])nn(C)c(=O)c21	-3	3	nt	11	i	20	0	-16	4
O=C(NCCO)/C(=C/c1cccc([N+](=O)[O-])c1)NC(=O)c1ccco1	1	0	0.4	7	i	-1	3	-6	-7
COC(=O)[C@H](CC(C)C)NS(=O)(=O)c1ccc(F)cc1Br	-3	1	-0.8	2	i	-4	3	-3	9

# Just Neddylation inh, MT1-MMP act inh and bovine MsrA act, for 2 of the compounds above:
structure	Neddylation inh	MT1-MMP act inh	bovine MsrA act
Cc1ccc(C)c(Cn2nnc3c(=O)[nH]c(C4CCCN(S(=O)(=O)Cc5ccccc5)C4)nc32)c1 (stereo not drawn)	i	-5	-1
Cc1cc2nc(-c3ccc(F)cc3)c(Cc3ccsc3)n2c(C)c1Br	i	-2	-9

# (continued)
SMILES	eLon inh	MT1-MMP act inh	MsrA inhibitor	CendR NRP1 mod	Neddylation inh	FAS TE block	Rin1-Abl PPI inh	bovine MsrA act	SKN-1 inh
CC1CCCCN1C(=O)c1cccc(NC2=C(Cl)C(=O)N(Cc3ccccc3)C2=O)c1 (stereo not drawn)	6	-4	nt	7	i	9	-1	-6	4
CCn1cc(C(=O)NCCN(C)C)c(=O)c2cc(F)c(N3CCN(C)CC3)cc21	4	2	2.1	2	nt	-1	2	-10	4
c1ccc(-c2ccc3nncn3c2)cc1	4	-1	0.1	1	i	-10	-6	-4	3
COc1ccc(C2=Nc3ccccc3N(C(=O)c3ccc4c(c3)OCO4)C2C(=O)NCc2ccccc2)cc1 (stereo not drawn)	nt	-6	2.1	-8	i	nt	nt	nt	20
COc1ccc(S(=O)(=O)Nc2cccc(C(C)=O)c2)cc1Br	-8	1	0.1	-9	i	1	0	-3	-2
COC(=O)CCP(=O)(O)Cc1ccccc1CP(=O)(O)CCC(=O)OC	-14	5	-1.4	2	i	-3	-1	3	14
O=C(Nc1ccc(-n2cnnn2)cc1)C1CCCN1C(=O)Nc1ccc(Br)cc1 (stereo not drawn)	-8	2	-0.2	1	i	2	-1	-2	4
COC(=O)CCCC1=CC2=C(c3ccccc3)C(=O)C(C)(OC(=O)C3CCCC3)C(=O)C2=CN1c1ccccc1 (stereo not drawn)	10	-13	0.0	-9	i	10	-2	-12	2
O=C(O)CC1C(=O)OCN1C(=O)OCc1ccccc1 (stereo not drawn)	7	5	0.9	11	i	-8	1	-8	-8
CSCCC(NC(=O)c1ccccc1Br)C(=O)N1CCN(C(C)=O)CC1 (stereo not drawn)	-8	-1	-0.1	-6	i	-8	3	1	-17
C[C@@H](OC(=O)c1[nH]cnc1C(=O)NCc1ccc(CNC(=O)OC(C)(C)C)cc1)c1ccccc1	-5	-8	1.3	-12	i	29	2	3	-12
